Compound activity: PubChem, several laboratories
Y pestis TopoI: Yersinia pestis topoisomerase I inhibitors, primary screen, biochemical, cleavage product accumulation, plate reader, single point. actives 0.064% (n = 360,000). Y. pestis Topo-I cleavage product accumulation. DNA topoisomerase I (Yersinia pestis CO92). activity, % at 10 µM; in the data active = activity above about 50%, passing the limit was not always enough; inconclusive = no clear call, values can overlap the other calls; note: inactives centre near 2
CCHFV vOTU inh: CCHFV vOTU protease inhibitors, primary screen, biochemical, Pep-AMC substrate, fluorescence | Crimean-Congo hemorrhagic fever virus L polyprotein viral ovarian tumor (vOTU) protease … | inhibition, % at 11.5 µM | actives 0.55% (n = 370,000); in the data active = inhibition above about 30%; note: 0% = vehicle wells with enzyme and 100% = no enzyme wells
DUSP3 inh: VHR1 phosphatase inhibitors, primary screen, biochemical, absorbance, uHTS; actives 0.52% (n = 290,000); Dual specificity protein phosphatase 3 (Homo sapiens), P51452; inhibition, % at 13.3 µM; recombinant VHR phosphatase, pNPP absorbance; AID 1654, 2009; in the data active = inhibition above about 50%; note: some compounds called inactive have numbers as strong as hits
Target sequence (P51452 whole entry, looked up): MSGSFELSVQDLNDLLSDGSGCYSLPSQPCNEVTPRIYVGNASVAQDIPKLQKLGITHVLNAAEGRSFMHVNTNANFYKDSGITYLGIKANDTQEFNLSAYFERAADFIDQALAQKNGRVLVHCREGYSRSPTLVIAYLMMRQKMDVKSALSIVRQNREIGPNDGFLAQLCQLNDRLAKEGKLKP
Vc quorum ag: inducers of Vibrio cholerae quorum light production without autoinducers, primary screen, BH1578 luxS cqsA deficient, single point; actives 0.16% (n = 350,000); V. cholerae BH1578 lux reporter, luminescence, 6 h; activation, % at 18.7 µM; in the data active = activation mostly above about 9.7%, no sharp cut-off; inconclusive = no clear call, values can overlap the other calls; inactive = mostly below about 3.7%; note: not every result past the cut was called active; inactives centre near 0; reference of the scale not given here
3CLpro inhibitor: SARS-CoV 3CLpro protease inhibitors, primary screen, biochemical, quenched FRET | recombinant SARS-CoV 3CLpro, quenched FRET peptide cleavage | inhibition, % at 6 µM | AID 1706, 2009 | actives 0.14% (n = 290,000) | Replicase polyprotein 1ab (Severe acute respiratory syndrome coronavirus), P0C6X7; in the data active = inhibition above about 12%
PriA SSB inh: inhibitors of Klebsiella pneumoniae PriA binding to SSB C-terminal tail, primary screen, biochemical, AlphaScreen; PriA–SSB C-terminal tail interaction (Klebsiella pneumoniae); AlphaScreen SSBct-PriA binding, biotinylated peptide; inhibition, % at 33 µM; actives 0.6% (n = 430,000); in the data active = inhibition mostly above about 37%, no sharp cut-off; inactive = mostly below about 20%;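 note: plate controls were negative control peptide for no effect and reference peptide for full effect; strong numbers were not always called active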
Anthrax LF prot: Bacillus anthracis LF protease inhibitors, primary screen, biochemical, multiplex microsphere, MLPCN library. Lethal factor (Bacillus anthracis), P15917. multiplex microsphere protease cleavage assay. inhibition, % at 10 µM. actives 0.12% (n = 360,000); note: plate controls were buffer without enzyme for full effect and enzyme alone for no effect
Target sequence (P15917 whole entry, looked up): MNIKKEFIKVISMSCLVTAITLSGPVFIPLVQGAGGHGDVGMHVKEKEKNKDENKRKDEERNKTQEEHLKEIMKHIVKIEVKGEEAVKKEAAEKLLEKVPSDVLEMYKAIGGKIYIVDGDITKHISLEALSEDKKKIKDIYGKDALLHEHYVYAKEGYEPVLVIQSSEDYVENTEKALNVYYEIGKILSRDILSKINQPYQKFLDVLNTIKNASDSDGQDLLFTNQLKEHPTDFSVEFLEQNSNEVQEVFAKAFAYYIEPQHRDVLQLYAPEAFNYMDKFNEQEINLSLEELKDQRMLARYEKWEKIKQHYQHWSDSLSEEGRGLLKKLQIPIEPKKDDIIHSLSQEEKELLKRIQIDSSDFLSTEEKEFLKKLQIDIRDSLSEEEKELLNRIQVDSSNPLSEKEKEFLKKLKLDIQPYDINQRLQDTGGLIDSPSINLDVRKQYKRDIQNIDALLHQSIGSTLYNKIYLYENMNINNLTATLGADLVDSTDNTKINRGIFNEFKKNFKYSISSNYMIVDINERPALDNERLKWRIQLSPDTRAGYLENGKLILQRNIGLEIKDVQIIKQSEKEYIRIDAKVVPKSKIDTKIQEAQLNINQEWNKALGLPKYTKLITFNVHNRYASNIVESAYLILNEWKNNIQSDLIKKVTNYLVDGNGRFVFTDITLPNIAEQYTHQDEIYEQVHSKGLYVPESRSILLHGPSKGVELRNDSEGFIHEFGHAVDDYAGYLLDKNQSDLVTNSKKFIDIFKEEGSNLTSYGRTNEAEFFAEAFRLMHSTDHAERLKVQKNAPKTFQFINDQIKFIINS
BoNT-A LC inh2: BoNT/A light chain protease inhibitors, primary screen, biochemical, flow cytometry, MLPCN library; Botulinum neurotoxin type A light chain protease (Clostridium botulinum A str. ATCC 3502); multiplex microsphere protease substrate cleavage; inhibition, % at 10 µM; actives 0.17% (n = 360,000); AID 588499, 2011; note: plate controls were buffer without enzyme for full effect and enzyme alone for no effect
TcdB GH inh: TcdB glycohydrolase inhibitors, primary screen, biochemical, single point, plate reader. Toxin B (Clostridioides difficile), P18177. TcdB glycohydrolase enzymatic assay. inhibition, % at 9.99 µM. actives 0.24% (n = 350,000); in the data active = inhibition above about 10%
PfHsp40 yeast: rescue of yeast from PfHsp40 toxicity, primary screen, S. cerevisiae, ATP luminescence; S. cerevisiae expressing PfHsp40, growth rescue; growth rescue, % at 12.5 µM; actives 0.68% (n = 340,000); in the data active = growth rescue above about 28%, passing the limit was not always enough; inconclusive = no clear call, values can overlap the other calls;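 note: yeast W303a lacking pdr1 and pdr3 grown in galactose medium; growth measured after three days at 30 °C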
An asterisk follows results filed as active; i = inactive; ? = inconclusive; / = not tested or not shown. Cut-off read from the data, not from the text of the source, unless noted: active = inhibition above about 30%; inconclusive = no clear call, values can overlap the other calls; inactive = below that. An excerpt, so the mix of outcomes need not match the whole.

SMILES	Y pestis TopoI	CCHFV vOTU inh	DUSP3 inh	Vc quorum ag	3CLpro inhibitor	PriA SSB inh	Anthrax LF prot	BoNT-A LC inh2	TcdB GH inh	PfHsp40 yeast
COc1cc(C(O)c2nc(/C=C/c3ccccc3)cs2)ccc1F (stereo not drawn)	-3	10	/	-0.4	/	/	0	-0.3	-3.3	/
CC1CCC2(CC1)NC(=O)N(CC(=O)Nc1cccc(S(=O)(=O)N3CCCC3)c1)C2=O (stereo not drawn)	-3	20	/	i	/	11	-6	-18	-9.9	0.5
CCS(=O)(=O)N1CCCC(C(=O)N2CCc3ccccc3C2)C1 (stereo not drawn)	-3	-1	26	i	-2	-8	0	-0.2	/	-0.8
COC(=O)C(O)(CC(=O)Nc1cccc(SC)c1)C(F)(F)F (stereo not drawn)	-1	-8	-4	i	-3	5	-5	0.0	-0.1	-0.6
CN1CCN(S(=O)(=O)c2ccc3c(c2)NC(=O)C2CCCN32)CC1 (stereo not drawn)	-2	-8	37	i	0	-8	-8	-1.6	/	0.8
CC(CO)NCC12CC3CC(CC(C3)C1)C2 (stereo not drawn)	-3	-5	38	-0.3	3	1	1	0.5	0.0	5.2
Fc1ccccc1CNC1CN2CCC1CC2 (stereo not drawn)	-13	0	23	i	2	-16	4	-0.4	-1.6	1.4
Cc1cc(C(=O)OCC(=O)N2CC(=O)Nc3ccccc32)c(C)n1-c1ccc(F)cc1	-6	6	13	-0.3	2	2	-8	-1.9	/	1.2
NCCCC[C@@H](C(=O)NCCCCCCCCCCC(=O)N1CCNCC1)n1cc(CCO)nn1	-6	-6	/	-0.4	/	1	-6	-0.2	-1.1	0.5
Cc1ccccc1OCC(=O)Nc1sc(C(=O)Nc2cccc(C)c2C)c(C)c1C#N	13	/	-3	1.8	2	-18	-1	1.1	2.4	3.3
CC1(C(=O)NS(=O)(=O)c2cccc(Cl)c2)CCN1C(=O)C1CCCCC1 (stereo not drawn)	2	-2	/	-0.1	/	/	-4	-1.1	-0.1	/
CO/N=C(/CS(=O)(=O)c1ccc(C)cc1)c1ccc(OC)cc1	3	22	18	i	3	/	2	0.3	/	-0.4
CCOC(=O)N1CCN(Cc2nc3ccc([N+](=O)[O-])cc3c(=O)n2-c2cccc(OC)c2)CC1	11	-1	26	-4.2	7	8	-8	-0.1	1.2	-0.3
Cc1ccc2cc3cc(C(=O)NCCCN4CCCC4)oc3nc2c1	8	-130	7	i	4	-11	0	-2.7	0.0	-1.0
CSc1ccc(S(=O)(=O)N2CCC(C(=O)NCCN3CCOCC3)CC2)cc1	-3	-11	12	-0.6	-3	-6	-2	0.3	0.8	1.3
Nc1nnc(CC(=O)N/N=C/c2ccc([N+](=O)[O-])cc2)s1	-1	10	4	-2.8	-1	i	1	0.4	0.2	-1.3
C=C1C2C[C@@]3([C@@H]1O)[C@@H](C[C@@H]2O)[C@@]12C4[C@@H]3C[C@@H]1[C@@](C)(CC[C@@H]2O)CN4CC	8	-1	/	i	/	/	2	-0.1	0.5	-1.3
Cc1cccc(C)c1NC(=S)N/N=C/c1ccc(C(=O)O)cc1	5	19	9	-1.0	1	/	-3	-0.7	0.4	0.4
COC(=O)c1c(SCC(=O)NC2CCCCC2)[nH]c2ccccc2c1=O	5	0	-1	-0.6	1	-7	-2	-2.1	0.6	8.3
CCn1c(C)cc(/C=C2/NC(=O)N(Cc3ccccc3F)C2=O)c1C	-11	-6	-8	i	-7	8	-2	0.9	1.6	0.1
CCNc1nnc(SCC(=O)N2c3ccccc3NC(=O)CC2C)s1 (stereo not drawn)	1	4	/	i	/	-9	0	0.2	-0.7	-0.5
Cc1nn(-c2ccccc2)c(Cl)c1C(=O)N1CCN(C)CC1	2	3	42	-0.3	-2	-3	2	0.6	0.8	-1.1
CC1CCCC(C)N1C(=S)SCC(=O)O (stereo not drawn)	-6	-10	9	-0.3	2	-4	-7	0.6	-2.3	0.1
Cc1ccc(S(=O)(=O)Nc2nonc2C)cc1	4	-3	40	-0.2	0	-5	-17	0.7	/	-0.7
CC(c1ccc(F)cc1)n1cc(S(=O)(=O)N2CCCC2)ccc1=O (stereo not drawn)	8	-9	/	-0.3	/	-14	-6	0.4	0.7	-0.2
SMILES	Y pestis TopoI	CCHFV vOTU inh	DUSP3 inh	Vc quorum ag	3CLpro inhibitor	PriA SSB inh	Anthrax LF prot	BoNT-A LC inh2	TcdB GH inh	PfHsp40 yeast
Cc1noc(C)c1CSCC(=O)Nc1nc2c(F)cc(F)cc2s1	-3	-8	/	i	/	9	-4	2.2	0.8	-1.2
NC1(C(=O)O)CSSC1	-9	8	/	i	/	-10	-2	0.6	-0.2	-0.5
COc1ccc(/C=N/NC(=O)CC(=O)NCc2cccnc2)c(OC)c1	0	22	17	-3.3	5	/	3	-0.2	-1.2	0.2
COc1cc(OC)cc(C(=O)NCC2CCCN(C(=O)c3oc(C)cc3C)C2)c1 (stereo not drawn)	11	9	2	-0.8	-5	-15	-1	1.6	0.1	0.1
Cc1cccn2c(/C=N/OCc3cccc(F)c3)c(-c3ccc(Cl)cc3)nc12	1	2	6	i	4	/	-5	-1.7	/	0.0
COc1cc(NC(=O)CN(C)S(=O)(=O)c2ccc(-c3ccc(=O)[nH]n3)s2)cc(OC)c1	10	3	-8	-0.5	1	7	-2	-0.6	0.6	0.3
COc1cc(C(=O)N[C@@H](C)C(=O)N2CCC3(CC2)NCCc2[nH]cnc23)cc(OC)c1OC	-5	17	-4	-0.3	-6	-2	0	-0.7	2.1	-0.5
NC(COCc1ccccc1)c1csc(NC(=O)Nc2cccc(Cl)c2)n1 (stereo not drawn)	-13	-14	/	0.6	/	/	-11	-0.4	1.1	/
Cc1ccc(C(=O)NNC(=O)OC(C)(C)C)c(Cl)c1	1	4	42	-0.6	-4	-2	-3	-0.4	/	-1.0
Cc1occc1-c1nnc(SCC(=O)NCCc2ccccc2)n1C(C)c1ccccc1 (stereo not drawn)	8	13	7	-0.7	-5	-8	-3	3.3	-14	0.1
O=C(NCc1ccccc1)N(Cc1nc2ccccc2c(=O)[nH]1)C1CCCC1	17	2	15	4.6	7	-5	2	0.1	/	0.1
CCOC(=O)c1cccnc1SCC(=O)NC(C)CC (stereo not drawn)	-3	-19	0	i	6	-19	-2	-2.5	/	-0.3
FC(F)(F)c1cccc(Cn2nnnc2-c2cccc(C(F)(F)F)c2)c1	27	8	19	-0.3	7	-36	0	?	/	4.1
C#CCOCCOCCOCCNc1nc(N2CCN(C(=O)[C@H]([C@@H](C)CC)n3cc([C@@H](N)CO)nn3)CC2)nc(N2CCN(C(=O)[C@H](CCCCN)n3cc([C@@H](N)CC(C)C)nn3)CC2)n1	/	-5	39	/	1	-9	/	/	0.3	/
CC(C)(C)c1nnc2sc(SCCN3C(=O)c4ccccc4C3=O)nn2c1=O	-10	4	-2	-0.3	-1	-10	4	-1.0	/	-0.5
COc1ccc(C)cc1NC(=O)CSc1cccc[n+]1[O-]	-2	-12	/	0.7	/	7	7	-0.3	1.8	-0.4
CC1(C)CC(=O)C=C(/C=C/c2ccccc2)C1	12	5	/	i	/	-11	-6	-1.0	0.9	2.6
CN1CCN(c2ccc(/C=C3\C(=O)NC(=S)N(c4cccc(Br)c4)C3=O)o2)CC1	-1	0	8	-0.4	4	10	5	2.7	/	0.4
Cc1cc(=O)oc(C)c1C(=O)NCC1CCCO1 (stereo not drawn)	-7	-8	-12	-0.2	2	-4	-6	0.1	/	-2.0
CCOC(=O)C1=CN(Cc2cccc(-c3cccnc3)c2)S(=O)(=O)N(C)C1C (stereo not drawn)	16	-2	/	i	/	-9	-6	-0.2	1.0	1.5
Cc1ccc(S[C@@H](CCN2CC[C@H](NC(=O)OCc3ccccc3)CCC2=O)c2ccccc2)cc1	-3	6	24	-1.4	7	-6	0	-0.3	0.7	1.1
Cc1ccc(OCC(=O)N2CCN(C(=O)c3ccco3)CC2)cc1	4	-18	6	i	-4	-5	-4	-0.8	-0.3	0.9
COc1ccc(C(=O)N2CCCCCC2)cc1S(=O)(=O)N1CCOCC1	-4	3	0	i	2	0	0	-0.2	0.5	-0.8
CCN(CC)S(=O)(=O)c1ccc(N2CCCC2)c(NS(=O)(=O)c2ccc(OC)cc2)c1	6	-6	2	-0.2	1	6	-1	-0.1	/	0.3
O=C(NCc1ccco1)c1ccccc1-c1nc(-c2ccc(F)cc2)no1	5	-6	-1	i	10	-2	-21	?	1.0	0.3
CC[C@]12c3[nH]c4ccc(OC)cc4c3CCN1C(=O)C(CC(=O)NCC13CC4CC(CC(C4)C1)C3)C[C@@H]2C(=O)N1CCN(C(=O)C2CC2)CC1 (stereo partly drawn)	31	24	/	i	/	3	-3	0.2	-2.7	0.5
CC(C)(O)C#Cc1ccc(C(=O)N2CCN(C(=O)c3ccco3)CC2)cc1	4	4	21	-0.6	-5	-6	12	2.2	/	1.3

By substructure, those above containing two or more sulfur atoms (8)
SMILES	Y pestis TopoI	CCHFV vOTU inh	DUSP3 inh	Vc quorum ag	3CLpro inhibitor	PriA SSB inh	Anthrax LF prot	BoNT-A LC inh2	TcdB GH inh	PfHsp40 yeast
CSc1ccc(S(=O)(=O)N2CCC(C(=O)NCCN3CCOCC3)CC2)cc1	-3	-11	12	-0.6	-3	-6	-2	0.3	0.8	1.3
CCNc1nnc(SCC(=O)N2c3ccccc3NC(=O)CC2C)s1 (stereo not drawn)	1	4	/	i	/	-9	0	0.2	-0.7	-0.5
CC1CCCC(C)N1C(=S)SCC(=O)O (stereo not drawn)	-6	-10	9	-0.3	2	-4	-7	0.6	-2.3	0.1
Cc1noc(C)c1CSCC(=O)Nc1nc2c(F)cc(F)cc2s1	-3	-8	/	i	/	9	-4	2.2	0.8	-1.2
NC1(C(=O)O)CSSC1	-9	8	/	i	/	-10	-2	0.6	-0.2	-0.5
COc1cc(NC(=O)CN(C)S(=O)(=O)c2ccc(-c3ccc(=O)[nH]n3)s2)cc(OC)c1	10	3	-8	-0.5	1	7	-2	-0.6	0.6	0.3
CC(C)(C)c1nnc2sc(SCCN3C(=O)c4ccccc4C3=O)nn2c1=O	-10	4	-2	-0.3	-1	-10	4	-1.0	/	-0.5
CCN(CC)S(=O)(=O)c1ccc(N2CCCC2)c(NS(=O)(=O)c2ccc(OC)cc2)c1	6	-6	2	-0.2	1	6	-1	-0.1	/	0.3
